MBD2 DNA inh: inhibitors of human MBD2 binding to methylated oligonucleotide; AID 686964; inhibition, % at 4.4 µM; TR-FRET; 370,000 compounds, 0.31% hits; in the data active = inhibition above about 13%
Target sequence (Q9UBB5 whole entry, looked up): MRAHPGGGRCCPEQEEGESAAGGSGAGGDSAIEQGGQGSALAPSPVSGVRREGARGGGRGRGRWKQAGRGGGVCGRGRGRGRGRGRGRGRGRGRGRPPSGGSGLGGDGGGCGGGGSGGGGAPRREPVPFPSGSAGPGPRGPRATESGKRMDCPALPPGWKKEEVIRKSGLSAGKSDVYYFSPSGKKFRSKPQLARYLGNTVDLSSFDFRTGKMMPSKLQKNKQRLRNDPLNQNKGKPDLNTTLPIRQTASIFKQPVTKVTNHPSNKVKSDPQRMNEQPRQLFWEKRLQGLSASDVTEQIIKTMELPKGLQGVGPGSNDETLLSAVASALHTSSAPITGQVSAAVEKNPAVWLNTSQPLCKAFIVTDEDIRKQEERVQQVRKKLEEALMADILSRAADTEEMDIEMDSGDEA
TDP2 absorb: TDP2 (human) inhibition, absorbance primary screen | O95551 | recombinant TDP2, T5PNP hydrolysis, p-nitrophenol absorbance 415 nm | inhibition, % at 12.8 µM | 370,000 compounds, 0.34% hits | AID 720702;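 active = inhibition above the mean of all tested compounds plus 3 SD, set per campaign, cut at about 25% in these data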;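 also: 0% = DMSO with enzyme and 100% = buffer with substrate but no TDP2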
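Read-out basis: percent inhibition. System: recombinant human TDP2. Buffer or medium: Mg2+-containing Tris-HCl buffer, pH 7.5. Repeats: single replicate. Timing: reaction 2 h, 37 °C. Benchmarks: high control without enzyme, low control DMSO plus TDP2. Probe or stimulus: 5 mM T5PNP. Doses: 12.8 µM only. Measured by: epi absorbance of p-nitrophenol freed from T5PNP by hydrolysis.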
KLK7 zymogen act: activators of human kallikrein-7 zymogen; purified proKLK7, EDANS-DABCYL substrate fluorescence; 100% is mature enzyme control, 0% vehicle; activation, % at 7 µM; 370,000 compounds, 0.9% hits;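 active = activation above the mean of all tested compounds plus 3 SD, computed per campaign excluding outliers beyond control limits, cut at about 13% in these data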
PRMT1 FP inh: blocks human protein arginine methyltransferase 1; Q99873; recombinant PRMT1, activity-based probe fluorescence polarization; inhibition, % at 2.79 µM; 370,000 compounds, 1.3% hits;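 active = inhibition above about 21% made by adding two undisclosed values, limit read from the data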
TCR CD3 inh: inhibitors of human TCR-CD3 interaction; inhibition, % at 9.4 µM; AID 651800; 360,000 compounds, 0.37% hits; TAMRA-labeled TCR probe fluorescence, biochemical; in the data active = inhibition above about 19%;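 also: recombinant mutant TCR 2C K166C tagged with TAMRA read by polarization; 0% = receptor in buffer alone and 100% = receptor with positive control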
UHRF1 binding: blocks human UHRF1 binding to methylated DNA; AID 687016; Q96T88; 370,000 compounds, 0.75% hits; inhibition, % at 4.4 µM; UHRF1 binding to methylated oligo, TR-FRET; in the data active = inhibition above about 21%;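 also: UHRF1 SRA domain binding a hemimethylated CpG hairpin DNA probe; 0% = median of test compound wells and 100% = reference inhibitor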
LEDGF integ inh: blocks HIV-1 LEDGF/p75-dependent DNA integration; TR-FRET IN-LEDGF/p75 DNA integration, Eu/Cy5; inhibition, % at 3.7 µM; 370,000 compounds, 0.64% hits;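 active = inhibition above the screen-wide mean plus 3 SD, cut at about 13% in these data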;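 also: signal is the Cy5 over europium emission ratio at 671 and 618 nm; 0% = plate median of compound wells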
Tn6 DDE FP: disrupts Tn6 cyclic peptide binding to fibrin D-Dimer-E complex | P02675 | Fibrin DD(E) TRITC-Tn6 fluorescence polarization displacement | inhibition, % at 8.3 µM | 370,000 compounds, 0.21% hits | AID 720509;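 active = inhibition above a per-campaign cutoff: mean of compounds within control limits plus 3 SD, cut at about 15% in these data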;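 also: 0% = median of all compound wells on the plate and 100% = blocking peptide control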
Target sequence (P02675 whole entry, looked up): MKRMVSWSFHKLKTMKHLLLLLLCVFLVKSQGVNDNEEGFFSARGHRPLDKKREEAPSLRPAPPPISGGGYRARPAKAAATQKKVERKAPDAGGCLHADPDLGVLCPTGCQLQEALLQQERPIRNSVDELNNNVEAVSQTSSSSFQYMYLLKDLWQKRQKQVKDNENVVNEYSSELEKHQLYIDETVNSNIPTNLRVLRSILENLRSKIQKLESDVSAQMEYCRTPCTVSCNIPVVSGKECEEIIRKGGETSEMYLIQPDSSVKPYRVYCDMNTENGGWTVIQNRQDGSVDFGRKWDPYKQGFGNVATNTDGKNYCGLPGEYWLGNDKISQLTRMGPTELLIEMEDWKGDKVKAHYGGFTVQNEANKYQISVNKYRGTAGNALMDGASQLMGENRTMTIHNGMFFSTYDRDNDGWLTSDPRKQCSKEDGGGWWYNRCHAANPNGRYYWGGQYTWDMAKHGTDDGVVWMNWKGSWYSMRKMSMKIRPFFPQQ
SIAE inh: human SIAE inhibition, primary screen; SIAE FP-Rh probe binding, fluorescence polarization; inhibition, % at 9.66 µM; 370,000 compounds, 0.69% hits; AID 1053197;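 active = inhibition above a cutoff: mean of compounds within the control limits plus 3 SD of those, cut at about 17% in these data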;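 also: 0% = plate median of compound wells and 100% = probe without SIAE protein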
Tn7 DDE FP: DD(E)-Tn7 binding inhibition, primary FP screen. 370,000 compounds, 0.13% hits. inhibition, % at 8.3 µM. FP displacement of FITC-Tn7 peptide from fibrin DD(E); 0% = median of compound wells per plate;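 active = inhibition above the mean of compounds falling within the control limits plus 3 SD of them, cut at about 14% in these data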;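 also: 0% = plate median of compound wells and 100% = 10 µM Aha-Tn7 peptide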
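Assay system: Human fibrin DD(E) protein | Medium: Tris buffer with calcium and detergent, pH 7.8 | Reagent: 0.1 µM fluorescent Tn7 | Compound dosing: Single point at 8.3 µM | Times: 10 min preincubation, 3 h with tracer, room temperature | Detection: Fluorescence polarization of the labelled Tn7 tracer | Controls: Aha-Tn7 high control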
* hit, by the source's call; / = no result given.

1	Cc1ccc(C(c2nnnn2CCC(C)C)N2CCN(C)CC2)cc1 (centres undefined)
2	Cc1cc(-c2nnc(SCC(=O)Nc3ccccn3)o2)no1
3	O=C(NNc1ccc([N+](=O)[O-])cc1)c1ccco1
4	Fc1ccccc1-c1csc(-c2cccnc2)n1
5	Cc1nc([N+](=O)[O-])c(Br)n1CC(=O)c1cccc([N+](=O)[O-])c1
6	COc1ccc(C(=O)C(C)OC(=O)CCN2C(=O)C3CC=CCC3C2=O)cc1 (centres undefined)
7	CCc1ccc(NC(=O)C(C)OC(=O)Cn2[nH]c(=O)c3ccccc3c2=O)cc1 (centres undefined)
8	COc1ccc(C)cc1-n1nnnc1SCc1nc(N)nc(N(C)C)n1

Screen / compound no.	1	2	3	4	5	6	7	8
MBD2 DNA inh	-1	3	0	0	0	6	2	0
TDP2 absorb	0	2	-2	15	9	10	8	-6
KLK7 zymogen act	0.9	-0.4	-0.3	0.2	0.2	0.7	-0.1	1.1
PRMT1 FP inh	1	10	0	0	1	-4	2	1
TCR CD3 inh	-8	-2	16	1	5	1	-5	-4
UHRF1 binding	1	4	1	0	0	18	1	1
LEDGF integ inh	2	-5	4	-3	3	5	1	-3
Tn6 DDE FP	1	0	-8	0	-1	2	6	1
SIAE inh	3	1	2	4	-2	0	-2	0
Tn7 DDE FP	3	-1	0	0	-6	-4	1	1

5 compounds already listed, ordered by formula weight, descending.
7	CCc1ccc(NC(=O)C(C)OC(=O)Cn2[nH]c(=O)c3ccccc3c2=O)cc1 (centres undefined)
6	COc1ccc(C(=O)C(C)OC(=O)CCN2C(=O)C3CC=CCC3C2=O)cc1 (centres undefined)
5	Cc1nc([N+](=O)[O-])c(Br)n1CC(=O)c1cccc([N+](=O)[O-])c1
1	Cc1ccc(C(c2nnnn2CCC(C)C)N2CCN(C)CC2)cc1 (centres undefined)
2	Cc1cc(-c2nnc(SCC(=O)Nc3ccccn3)o2)no1

Screen / compound no.	7	6	5	1	2
MBD2 DNA inh	2	6	0	-1	3
TDP2 absorb	8	10	9	0	2
KLK7 zymogen act	-0.1	0.7	0.2	0.9	-0.4
PRMT1 FP inh	2	-4	1	1	10
TCR CD3 inh	-5	1	5	-8	-2
UHRF1 binding	1	18	0	1	4
LEDGF integ inh	1	5	3	2	-5
Tn6 DDE FP	6	2	-1	1	0
SIAE inh	-2	0	-2	3	1
Tn7 DDE FP	1	-4	-6	3	-1

(further entries)
9	CN(C)c1ccc(/C=N\NC(=O)c2csnn2)cc1
10	O=C(C(Cc1ccccc1)N1C(=O)C2C3CCC(C3)C2C1=O)N1CCCCC1 (centres undefined)
11	COc1cccc(NC(=O)Nc2nnc(-c3ccccc3SCc3ccccc3)s2)c1
12	COc1ccccc1NS(=O)(=O)c1cc(C(=O)NCC2CCCO2)ccc1C (centres undefined)
13	CC(=O)Nc1cc(-c2ccc(C(=O)N3CCOCC3)cc2)cn2c(-c3ccc(C(C)=O)cc3)cnc12
14	NC(=O)c1nn2c(C(F)(F)F)cc(-c3ccccc3)nc2c1Br
15	COc1ccc([C@H]2CC(=O)C=C(c3ccc(-c4ccccc4)c(F)c3)C2)cc1
16	O/N=C1/CCSc2ccccc21

Screen / compound no.	9	10	11	12	13	14	15	16
MBD2 DNA inh	3	-5	-1	1	0	-4	-10	4
TDP2 absorb	-8	-2	-13	7	-2	-8	-3	1
KLK7 zymogen act	0.2	0.1	0.3	0.0	11	-3.7	0.3	-0.5
PRMT1 FP inh	3	1	0	-3	16	3	-1	-1
TCR CD3 inh	-8	9	4	0	-3	0	4	2
UHRF1 binding	-5	-4	0	2	-5	0	2	-2
LEDGF integ inh	-5	0	-1	1	-6	-3	-2	-1
Tn6 DDE FP	-6	4	-2	8	0	-3	0	2
SIAE inh	-3	-5	-30	4	-7	1	3	3
Tn7 DDE FP	3	-3	-7	3	5	-6	6	4

17	CCc1ccc(NC(=O)c2ccc3c(c2)C(=O)N(CCOC)C3Nc2ccc(CC)cc2)cc1 (centres undefined)
18	COc1ccc2[nH]cc(CCNC(=O)c3ccco3)c2c1
19	CC(C)CN(/C=N/c1sc2c(c1C#N)CCCCC2)CC(C)C
20	N#Cc1ccccc1S(=O)(=O)N1CCN(C(=O)CCc2ccccc2)CC1
21	CCOC(=O)C1CCN(c2nc(-c3ccc(Br)cc3)nc3ccccc23)CC1
22	O=C1CN(C(=O)CN2CCCC2)C(c2ccccc2)c2cc(Br)ccc2N1 (centres undefined)
23	CC1(C)CC2CC(C)(CN2S(=O)(=O)c2ccc(C(=O)Nc3cc(S(=O)(=O)N4CCOCC4)ccc3Cl)cc2)C1 (centres undefined)
24	O=C(CSc1nnc(CNC(=O)c2cccc(C(F)(F)F)c2)o1)NC1CCCC1

Screen / compound no.	17	18	19	20	21	22	23	24
MBD2 DNA inh	0	-2	3	-6	2	3	-7	-7
TDP2 absorb	2	-7	15	-4	17	4	9	1
KLK7 zymogen act	0.8	0.4	0.2	0.1	-0.4	0.2	0.3	0.0
PRMT1 FP inh	2	-2	0	-1	1	-2	-2	0
TCR CD3 inh	-2	5	4	4	4	4	5	4
UHRF1 binding	0	0	0	-1	-3	0	-1	1
LEDGF integ inh	0	-1	0	-5	1	0	1	45*
Tn6 DDE FP	8	3	9	4	3	-2	2	3
SIAE inh	-2	3	5	10	-4	-2	-10	-2
Tn7 DDE FP	-5	2	4	4	5	-4	-1	-10

25	O=C(NC(=S)Nc1cccc(O)c1)c1ccco1
26	CCCCNc1oc(-c2cccs2)nc1S(=O)(=O)c1ccccc1
27	O=C(Nc1c[nH]c(=O)[nH]c1=O)c1ccccc1Cl
28	CCOC(=O)N1C2=NC(C(=O)OC)=C(C(=O)OC)[C@@H]3Nc4ccccc4[C@]23C[C@H]1C(=O)OC
29	N#C/C(=C(/O)c1ccc([N+](=O)[O-])o1)c1nc2ccccc2[nH]1
30	C/C=C/c1ccc(OCCCCN(C)Cc2ccccc2)c(OC)c1
31	CC(=O)N1CCc2cc(S(=O)(=O)N3c4ccccc4CC3C)ccc21 (centres undefined)
32	O=C(O)COc1ccc(C=C2SC(=S)N(c3ccccc3)C2=O)cc1

Screen / compound no.	25	26	27	28	29	30	31	32
MBD2 DNA inh	3	-7	7	-3	-4	5	3	-1
TDP2 absorb	9	-5	3	7	3	-5	6	-19
KLK7 zymogen act	0.3	0.3	-0.5	0.2	1.0	0.3	0.1	-0.1
PRMT1 FP inh	-2	-2	1	-2	-4	8	-2	-2
TCR CD3 inh	-3	1	0	5	6	-13	4	-4
UHRF1 binding	-4	0	2	0	-1	8	0	1
LEDGF integ inh	-2	-1	-3	-2	-1	0	0	1
Tn6 DDE FP	4	3	-5	6	2	-4	9	-1
SIAE inh	2	4	3	9	4	-1	-6	4
Tn7 DDE FP	3	0	-8	-1	-1	-3	7	-6

33	CCOc1ccccc1C(=O)Nc1ccc(S(=O)(=O)Nc2nccc(C)n2)cc1
34	COc1ccc(OCCCC(=O)Nc2ccc(N3CCCCC3)cc2)cc1
35	Cc1nnc(NC(=O)c2ccc(S(=O)(=O)N3CCOCC3)cc2)s1
36	CS(=O)(=O)N1CC(C(=O)O)Oc2ccc(CC(=O)O)cc21 (centres undefined)
37	Cn1c(=O)n(C)c2cc(S(=O)(=O)N3CCOCC3)ccc21
38	COCCNc1ncnc2c1ncn2[C@H]1CN(Cc2ccc(Cl)cc2)C[C@@H](CO)O1
39	CSc1nc2[nH]ncc2c(=O)n1-c1ccccc1
40	COc1ccc(NC(=O)CSCC(=O)NCc2ccco2)cc1

Screen / compound no.	33	34	35	36	37	38	39	40
MBD2 DNA inh	2	-2	2	1	-4	4	4	-2
TDP2 absorb	-9	-18	4	-6	-5	-5	8	10
KLK7 zymogen act	0.9	0.2	0.2	-0.5	-0.5	-2.7	-0.9	0.5
PRMT1 FP inh	1	6	-2	3	2	4	1	1
TCR CD3 inh	9	-1	1	-7	4	-2	-5	2
UHRF1 binding	3	3	-1	3	-2	1	5	0
LEDGF integ inh	-3	3	3	-7	2	-3	1	1
Tn6 DDE FP	2	-1	-5	1	-4	0	2	2
SIAE inh	-14	-4	-6	-2	4	10	4	-3
Tn7 DDE FP	5	-8	2	6	4	0	1	-3

41	Cc1ccc(CN2CCN(Cc3cn[nH]c3C3CCCCC3)CC2CCO)cc1 (centres undefined)
42	COc1ccc(S(=O)(=O)N2CCCCCC2)cc1C(=O)N(CC(C)C)C1CCS(=O)(=O)C1 (centres undefined)
43	Cc1ccc(S(=O)(=O)N2CCCC2C(=O)OCc2ccccc2)cc1 (centres undefined)
44	Cc1cc(C)c(/C=N/NC(N)=O)c(C)c1/C=N/NC(N)=O
45	CCn1c(COc2ccccc2OC)nc2ccccc21
46	CCOC(=O)C1=C(N)N(c2ccccc2)C(=O)C1
47	CC(C)OCCCNc1nc2c(c(=O)n(Cc3ccccc3F)c(=O)n2C)n1C
48	COc1ccccc1NC(NC(=O)c1ccco1)C(=O)c1ccccc1 (centres undefined)

Screen / compound no.	41	42	43	44	45	46	47	48
MBD2 DNA inh	-3	-5	2	-5	1	-1	2	1
TDP2 absorb	1	4	0	-12	-1	8	12	-11
KLK7 zymogen act	0.6	0.0	0.0	-0.2	-0.1	0.3	-0.8	0.6
PRMT1 FP inh	-8	-1	-2	1	-3	0	-3	-4
TCR CD3 inh	-1	8	9	6	2	-3	4	0
UHRF1 binding	0	0	1	-7	-4	-2	0	2
LEDGF integ inh	2	3	2	-3	4	1	-3	-2
Tn6 DDE FP	-5	-8	4	3	-2	-3	-1	2
SIAE inh	14	-4	1	5	1	5	6	6
Tn7 DDE FP	-1	1	-5	2	3	-2	-1	4

49	CCCS(=O)(=O)N1CCCC(C(=O)NC2CCCC(C)C2C)C1 (centres undefined)
50	CCCn1nnnc1NC(=O)c1ccc2ccccc2c1
51	COc1cc2c(cc1OC)C1=C(C#N)CN(CC(=O)O)CN1CC2
52	COC(=O)CSc1nnc(-c2ccc(NS(=O)(=O)c3ccc(C)c(C)c3)cc2)o1
53	O=C(CCCc1ccccc1)NCCS(=O)(=O)N1CCN(c2ccccc2F)CC1
54	COc1ccc(OCCCC(=O)Nc2cccc(S(=O)(=O)N3CCCCCC3)c2)cc1
55	O=C(O)c1cccc(-c2nnn(Cc3ccccc3Cl)n2)c1
56	O=C(NC1CCCCC1)C(C1CC1)n1c(=O)c(-c2ccccc2)nc2ccccc21 (centres undefined)
57	CCOC(=O)/C=C/c1ccccc1S(=O)(=O)NC(C)(C)C

Screen / compound no.	49	50	51	52	53	54	55	56	57
MBD2 DNA inh	1	0	0	1	3	-3	-2	1	1
TDP2 absorb	3	-12	12	5	-12	-5	8	7	1
KLK7 zymogen act	-0.4	0.4	7.4	0.4	0.1	-0.1	0.3	-0.6	-0.6
PRMT1 FP inh	2	1	1	0	2	-2	3	3	-1
TCR CD3 inh	-5	2	4	/	-5	5	5	-2	-1
UHRF1 binding	5	0	-4	0	1	1	-1	0	2
LEDGF integ inh	4	7	0	-1	-3	-3	0	0	-2
Tn6 DDE FP	-4	4	-4	-1	-1	1	6	-2	-4
SIAE inh	-5	5	6	-1	-1	6	-2	0	-4
Tn7 DDE FP	-6	-3	1	3	-3	6	8	0	2

Source: PubChem BioAssay
